Compound activity (PubChem)
NCI-60 one-dose screen, 48 h, at 10 µM unless noted. Numbers give growth in % (100 = growth as untreated, 0 = no growth, -100 = all killed).
NCI-H23: NCI-H23 lung cancer. hit rate 4% among 80,000
SK-OV-3: SK-OV-3 ovarian cancer cells. hit rate 3.2% among 80,000. AID 1794785
OVCAR-4: OVCAR-4 ovarian cancer cells; hit rate 3.7% among 80,000; AID 1794784
IGROV1: IGROV1 ovarian cancer; AID 1794786; hit rate 4.7% among 79,000
OVCAR-5: OVCAR-5 ovarian cancer; hit rate 2.9% among 82,000; AID 1794783
NCI/ADR-RES: NCI/ADR-RES ovarian cells. AID 1794790. hit rate 4.4% among 81,000
OVCAR-3: OVCAR-3 ovarian cancer; hit rate 7% among 79,000; AID 1794787
NCI-H226: NCI-H226 lung cancer; hit rate 3.5% among 79,000; AID 1794732
SN12C: SN12C renal cancer cells | AID 1794767 | hit rate 3.8% among 81,000
Starred values were filed as active, the others as inactive; [ ] = remark or other dose. How the source made its calls: active means growth percent below 10; inactive means the rest.

`COc1ccc(-c2cc(Cc3cccs3)c(=O)n(Cn3ccc4ccccc43)n2)cc1` gave NCI-H23 105, SK-OV-3 106, OVCAR-4 111, IGROV1 124, OVCAR-5 100, NCI/ADR-RES 107, OVCAR-3 111, NCI-H226 104 and SN12C 98.
For CCN(CC)C(=O)c1ccccc1C(=O)N(CC)CC the results were NCI-H23 87, SK-OV-3 100, OVCAR-4 112, IGROV1 93, OVCAR-5 104, NCI/ADR-RES 92, OVCAR-3 116, NCI-H226 93 and SN12C 104.
For Cc1onc(-c2c(Cl)cccc2Cl)c1C(=O)Nc1ccc(Cl)c(Cl)c1Cl the results were NCI-H23 86, SK-OV-3 101, OVCAR-4 91, IGROV1 91, OVCAR-5 103, NCI/ADR-RES 89, OVCAR-3 90, NCI-H226 86 and SN12C 80.
Screening O=C(CCSc1nc2sc3c(c2c(=O)n1Cc1ccccc1)CCCC3)N1CCN(c2ccccc2)CC1 returned NCI-H23 96, SK-OV-3 87, OVCAR-4 84, IGROV1 102, OVCAR-5 116, NCI/ADR-RES 88, OVCAR-3 91, NCI-H226 80 and SN12C 97.
Screening CC(C)C(=O)NCc1ccccc1 returned NCI-H23 105, SK-OV-3 103, OVCAR-4 109, IGROV1 111, OVCAR-5 115, NCI/ADR-RES 107, OVCAR-3 114, NCI-H226 90 and SN12C 102.
Screening Cc1cc(=O)oc2cc(OCCCOc3ccc(/C=C/C(=O)Nc4cccc([N+](=O)[O-])c4)cc3)ccc12 returned SK-OV-3 111, OVCAR-4 106, IGROV1 110, OVCAR-5 111, NCI/ADR-RES 109, NCI-H226 111 and SN12C 102.
`O=c1c2cccc(Cl)c2sc2c(NCCCNCCO)nc3ccccc3c12` gave NCI-H23 52, SK-OV-3 53, OVCAR-4 11, IGROV1 15, OVCAR-5 63, NCI/ADR-RES 38, OVCAR-3 -7.4*, NCI-H226 68 and SN12C 39.
For COc1cc(-c2noc(-c3ccccc3N)n2)cc(OC)c1OC the results were NCI-H23 88, SK-OV-3 90, OVCAR-4 105, IGROV1 85, OVCAR-5 91, NCI/ADR-RES 94, OVCAR-3 99, NCI-H226 80 and SN12C 93.
`CS(=O)(=O)Nc1ccc(OCc2nnc(-c3ccccc3)o2)c(F)c1` gave NCI-H23 101, SK-OV-3 107, OVCAR-4 97, IGROV1 142, OVCAR-5 92, NCI/ADR-RES 104, OVCAR-3 110, NCI-H226 90 and SN12C 98.
`CCC1(C)C=C2CCC3C(C)(C(=O)O)CCCC3(C)C2CC1` (stereo not given) gave NCI-H23 103, SK-OV-3 108, OVCAR-4 111, IGROV1 112, OVCAR-5 102, NCI/ADR-RES 111, OVCAR-3 106, NCI-H226 103 and SN12C 103.
Screening Nc1ccc(CCCC(=O)O)cc1 returned NCI-H23 93, SK-OV-3 106, OVCAR-4 101, IGROV1 105, NCI/ADR-RES 100, OVCAR-3 107, NCI-H226 102 and SN12C 98.
CCSc1nc(-c2cc(OC)ccc2OC)cc(-c2ccc(OC)cc2)c1C#N was read as NCI-H23 81, SK-OV-3 91, OVCAR-4 77, IGROV1 78, OVCAR-5 91, NCI/ADR-RES 76, OVCAR-3 87, NCI-H226 80 and SN12C 89.
Screening O=C(CC(=O)C(F)(F)F)c1ccccc1 returned NCI-H23 102, SK-OV-3 116, OVCAR-4 101, IGROV1 106, OVCAR-5 106, NCI/ADR-RES 104, OVCAR-3 109, NCI-H226 99 and SN12C 109.
NNC(=O)C1CCCCN1 (stereo not given) was read as NCI-H23 114, SK-OV-3 102, OVCAR-4 109, IGROV1 112, OVCAR-5 105, NCI/ADR-RES 106, OVCAR-3 107, NCI-H226 104 and SN12C 99.
CCN(CC)CCCC(C)N/C(=C1\C(=O)NC(=O)\C1=C(/NC(C)CCCN(CC)CC)c1cccc(OC)c1)c1cccc(OC)c1 (stereo not given) was read as NCI-H23 -22*, SK-OV-3 12, OVCAR-4 -23*, IGROV1 -19*, OVCAR-5 1.9*, NCI/ADR-RES 2.4*, OVCAR-3 -11*, NCI-H226 -21* and SN12C 10.0*.
For CC(C)C(=O)Nc1ccc(C(=O)NC(=S)Nc2ccc(S(N)(=O)=O)cc2)cc1 the results were NCI-H23 85, SK-OV-3 107, OVCAR-4 99, IGROV1 86, OVCAR-5 110, NCI/ADR-RES 90, OVCAR-3 114, NCI-H226 85 and SN12C 82.
`CCCCCc1nc2c(c(C)nn2-c2ccc(C#N)cc2)c2c1CCCC2` gave NCI-H23 87, SK-OV-3 130, OVCAR-4 96, IGROV1 102, OVCAR-5 108, NCI/ADR-RES 97, OVCAR-3 120, NCI-H226 90 and SN12C 98.
`CCC(O)C(C)(C)N` (stereo not given) gave NCI-H23 100, SK-OV-3 103, IGROV1 105, OVCAR-5 107, NCI/ADR-RES 93, OVCAR-3 105, NCI-H226 102 and SN12C 103.
`CO[Si](OC)(c1ccccc1)c1ccccc1` gave NCI-H23 98, SK-OV-3 105, OVCAR-4 99, IGROV1 122, OVCAR-5 108, NCI/ADR-RES 113, OVCAR-3 111, NCI-H226 106 and SN12C 103.
For CCOC(=O)c1csc(NC(=S)Nc2ccc(OC)cc2)n1 the results were NCI-H23 93, SK-OV-3 87, OVCAR-4 112, IGROV1 99, OVCAR-5 102, NCI/ADR-RES 98, OVCAR-3 105, NCI-H226 98 and SN12C 103.
Screening CC(C)(C)c1ccc(N2C(=O)[C@@]3(Oc4ccccc4[C@H]4CC(c5ccc(Br)cc5)=NN43)c3ccccc32)cc1 returned NCI-H23 57, SK-OV-3 67, OVCAR-4 43, IGROV1 34, OVCAR-5 97, NCI/ADR-RES 53, OVCAR-3 43, NCI-H226 73 and SN12C 49.
`COc1ccccc1CCC1CCNc2ccccc21` (stereo not given) gave NCI-H23 80, SK-OV-3 69, OVCAR-4 76, IGROV1 85, OVCAR-5 100, NCI/ADR-RES 70, OVCAR-3 88 and SN12C 82.
`CC1=C(C)C(=O)C(C(C)C2=C(C)C(=O)C(C)=C(C)C2=O)=C(C)C1=O` gave NCI-H23 85, SK-OV-3 98, OVCAR-4 104, IGROV1 2.6*, OVCAR-5 44, NCI/ADR-RES 92, OVCAR-3 150, NCI-H226 124 and SN12C 120.
For COc1ccc2nc(Cl)c(Cn3nnnc3Cc3ccccc3)cc2c1 the results were NCI-H23 79, SK-OV-3 88, OVCAR-4 68, IGROV1 62, OVCAR-5 74, NCI/ADR-RES 81, OVCAR-3 70, NCI-H226 75 and SN12C 81.
O=C(Cn1c2c(sc1=O)[C@H]1[C@@H](O)[C@@H](O)[C@H](O)[C@@H]1CS2)N1CCOCC1 was read as NCI-H23 105, SK-OV-3 94, OVCAR-4 102, IGROV1 105, OVCAR-5 103, NCI/ADR-RES 104, OVCAR-3 105, NCI-H226 101 and SN12C 102.
Screening OCc1nc2ccccc2[nH]1 returned NCI-H23 94, SK-OV-3 87, OVCAR-4 92, IGROV1 108, OVCAR-5 94, NCI/ADR-RES 106, OVCAR-3 105, NCI-H226 96 and SN12C 87.
Screening O=c1c2ccccc2nc(CN2CCCC2)n1/N=C/c1ccc([N+](=O)[O-])cc1 returned NCI-H23 97, SK-OV-3 100, OVCAR-4 99, IGROV1 100, OVCAR-5 95, NCI/ADR-RES 100, OVCAR-3 100, NCI-H226 92 and SN12C 101.
`OC(CN1CCCC2CCCCC21)c1ccc(Br)cc1` (stereo not given) gave NCI-H23 97, SK-OV-3 96, OVCAR-4 100, IGROV1 88, OVCAR-5 91, NCI/ADR-RES 101, OVCAR-3 101 and NCI-H226 100.
Screening N#Cc1c(/N=C\NNC(=O)c2cccnc2)oc(-c2ccccc2)c1-c1ccccc1 returned NCI-H23 94, SK-OV-3 101, OVCAR-4 92, IGROV1 87, OVCAR-5 98, NCI/ADR-RES 101, OVCAR-3 118, NCI-H226 93 and SN12C 100.
For CC(C)[C@H](NC(=O)OCc1ccccc1)C(O)C1CC1C(=O)C1CO1 (stereo not given in full) the results were NCI-H23 99, SK-OV-3 103, OVCAR-4 100, IGROV1 107, OVCAR-5 97, NCI/ADR-RES 104, OVCAR-3 100, NCI-H226 101 and SN12C 99.

Ordered by formula weight (ascending): some entries from above
Screening OCc1nc2ccccc2[nH]1 returned NCI-H23 94, SK-OV-3 87, OVCAR-4 92, IGROV1 108, OVCAR-5 94, NCI/ADR-RES 106, OVCAR-3 105, NCI-H226 96 and SN12C 87.
`CO[Si](OC)(c1ccccc1)c1ccccc1` gave NCI-H23 98, SK-OV-3 105, OVCAR-4 99, IGROV1 122, OVCAR-5 108, NCI/ADR-RES 113, OVCAR-3 111, NCI-H226 106 and SN12C 103.
`OC(CN1CCCC2CCCCC21)c1ccc(Br)cc1` (stereo not given) gave NCI-H23 97, SK-OV-3 96, OVCAR-4 100, IGROV1 88, OVCAR-5 91, NCI/ADR-RES 101, OVCAR-3 101 and NCI-H226 100.
Screening N#Cc1c(/N=C\NNC(=O)c2cccnc2)oc(-c2ccccc2)c1-c1ccccc1 returned NCI-H23 94, SK-OV-3 101, OVCAR-4 92, IGROV1 87, OVCAR-5 98, NCI/ADR-RES 101, OVCAR-3 118, NCI-H226 93 and SN12C 100.
Screening CC(C)(C)c1ccc(N2C(=O)[C@@]3(Oc4ccccc4[C@H]4CC(c5ccc(Br)cc5)=NN43)c3ccccc32)cc1 returned NCI-H23 57, SK-OV-3 67, OVCAR-4 43, IGROV1 34, OVCAR-5 97, NCI/ADR-RES 53, OVCAR-3 43, NCI-H226 73 and SN12C 49.
CCN(CC)CCCC(C)N/C(=C1\C(=O)NC(=O)\C1=C(/NC(C)CCCN(CC)CC)c1cccc(OC)c1)c1cccc(OC)c1 (stereo not given) was read as NCI-H23 -22*, SK-OV-3 12, OVCAR-4 -23*, IGROV1 -19*, OVCAR-5 1.9*, NCI/ADR-RES 2.4*, OVCAR-3 -11*, NCI-H226 -21* and SN12C 10.0*.

New compounds follow:
`C/C(=N\N=C(/C)c1ccc(Br)s1)c1ccc(Br)s1` gave NCI-H23 97, SK-OV-3 110, OVCAR-4 95, IGROV1 108, OVCAR-5 127, NCI/ADR-RES 105, OVCAR-3 107, NCI-H226 82 and SN12C 100.
CCOC(=O)c1c(C)nc2c(c1N)C(=O)C(=O)N2c1cc(OC)c(OC)c(OC)c1 was read as NCI-H23 100, SK-OV-3 84, OVCAR-4 110, IGROV1 109, OVCAR-5 102, NCI/ADR-RES 101, OVCAR-3 109, NCI-H226 93 and SN12C 98.
`O=C(NNc1nc(Cl)nc(NC2CCCC2)n1)c1cccnc1` gave NCI-H23 105[100 µM], SK-OV-3 122[100 µM], OVCAR-4 110[100 µM], IGROV1 102[100 µM], OVCAR-5 117[100 µM], NCI/ADR-RES 114[100 µM], OVCAR-3 110[100 µM], NCI-H226 96[100 µM] and SN12C 101[100 µM].
Screening O=C(c1cc(-c2ccc(Cl)cc2)nc2ccccc12)N1N=C(c2ccc(Cl)cc2)CC1c1cc(-c2ccccc2)nn1-c1ccccc1 (stereo not given) returned NCI-H23 72, SK-OV-3 94, OVCAR-4 68, IGROV1 67, OVCAR-5 93, NCI/ADR-RES 86, OVCAR-3 74, NCI-H226 80 and SN12C 84.
CC(OC(C(O)C=O)C(O)C(O)CO)C(=O)N[C@@H](C)C(=O)O (stereo not given in full) was read as NCI-H23 105, SK-OV-3 99, OVCAR-4 115, IGROV1 114, OVCAR-5 113, NCI/ADR-RES 110, OVCAR-3 106, NCI-H226 110 and SN12C 108.
Screening CC1=C(C#N)c2nc3ccccc3c(=O)n2[C@]1(C)O returned NCI-H23 96, SK-OV-3 93, OVCAR-4 99, IGROV1 95, OVCAR-5 99, NCI/ADR-RES 103, OVCAR-3 103, NCI-H226 95 and SN12C 96.
CCOc1ccc(NC(=O)C(C)O)cc1 (stereo not given) was read as NCI-H23 98, SK-OV-3 111, OVCAR-4 106, IGROV1 95, OVCAR-5 81, NCI/ADR-RES 111, OVCAR-3 124, NCI-H226 89 and SN12C 93.
CCC(c1cccc(O)c1)C(CC)c1cccc(O)c1 (stereo not given) was read as NCI-H23 79, SK-OV-3 76, OVCAR-4 68, IGROV1 72, OVCAR-5 96, NCI/ADR-RES 72, OVCAR-3 77, NCI-H226 83 and SN12C 68.
`CC(C)c1cc(C(C)C)c(S(=O)(=O)Cl)c(C(C)C)c1` gave NCI-H23 99, SK-OV-3 94, OVCAR-4 106, IGROV1 121, OVCAR-5 104, NCI/ADR-RES 102, OVCAR-3 116, NCI-H226 104 and SN12C 90.
`CCCCN(CCCC)C(=N)c1ccccc1Cl` gave NCI-H23 101, SK-OV-3 99, OVCAR-4 94, IGROV1 90, OVCAR-5 93, NCI/ADR-RES 108, OVCAR-3 102, NCI-H226 99 and SN12C 100.
CSCCCO was read as NCI-H23 116, SK-OV-3 114, OVCAR-4 98, IGROV1 120, OVCAR-5 94, NCI/ADR-RES 109, OVCAR-3 129, NCI-H226 93 and SN12C 100.
Screening NC1=NC(c2cccc([N+](=O)[O-])c2)N=C(Nc2nn[nH]n2)N1 (stereo not given) returned NCI-H23 104, SK-OV-3 107, OVCAR-4 101, IGROV1 114, OVCAR-5 120, NCI/ADR-RES 96, OVCAR-3 106, NCI-H226 97 and SN12C 100.
C=CCO[C@H]1CO[C@H]2[C@@H]1OC[C@@H]2Oc1ccc(Nc2ncnc3ccsc23)cc1Cl was read as NCI-H23 89, SK-OV-3 91, OVCAR-4 92, IGROV1 97, OVCAR-5 93, NCI/ADR-RES 93, OVCAR-3 95, NCI-H226 91 and SN12C 86.
For CCN(CC)CCOc1ccc2c(c1)O/C(=C\c1ccccc1OC)C2=O the results were NCI-H23 98, SK-OV-3 118, OVCAR-4 102, IGROV1 104, OVCAR-5 103, NCI/ADR-RES 98, OVCAR-3 98, NCI-H226 81 and SN12C 94.
Screening CCCCOCC(=O)NC(NP(=O)(N(C)C)N(C)C)C(Cl)(Cl)Cl (stereo not given) returned NCI-H23 101, SK-OV-3 124, OVCAR-4 116, OVCAR-5 109, NCI/ADR-RES 105, OVCAR-3 98, NCI-H226 109 and SN12C 110.
